PME-1 inh – PME-1 inhibitors via competitive probe labeling, primary screen, biochemical, fluorescence polarization, FP-Rh probe, HTS. inhibition, % at 5.9 µM. Protein phosphatase methylesterase 1 (Homo sapiens), Q9Y570. hit rate 0.53% among 320,000. recombinant PME-1;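 active means inhibition above the campaign mean of all compounds plus 3 SD, cut at about 26% in these data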;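 further: competitive labeling of PME-1 active site by serine hydrolase directed probe; 0% = PME-1 with DMSO and 100% = wells lacking PME-1 enzyme; inhibitors block probe labeling so polarization falls and inhibition rises; many of its hits are not listed in these tables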
Target sequence (Q9Y570 whole entry, looked up): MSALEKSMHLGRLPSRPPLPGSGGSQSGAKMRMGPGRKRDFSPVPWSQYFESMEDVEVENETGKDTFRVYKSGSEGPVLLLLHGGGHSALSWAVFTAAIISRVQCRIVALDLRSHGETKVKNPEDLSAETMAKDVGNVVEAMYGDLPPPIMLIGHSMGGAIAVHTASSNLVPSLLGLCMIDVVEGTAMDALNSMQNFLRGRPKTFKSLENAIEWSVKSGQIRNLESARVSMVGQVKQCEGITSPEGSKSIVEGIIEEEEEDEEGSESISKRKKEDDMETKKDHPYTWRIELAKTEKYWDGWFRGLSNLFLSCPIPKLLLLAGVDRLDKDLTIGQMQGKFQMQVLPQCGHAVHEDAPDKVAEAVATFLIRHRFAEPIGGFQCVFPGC
pPAFAH FP inh – pPAFAH enzyme inhibitors, primary screen, biochemical, fluorescence polarization, human; recombinant pPAFAH, FP-rhodamine probe fluorescence polarization; inhibition, % at 3.39 µM; hit rate 1.5% among 330,000;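 active means inhibition above the mean inhibition across the screen plus 3 SD, cut at about 25% in these data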;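 further: inhibitors block binding of the rhodamine activity-based probe so polarization drops; 0% = enzyme with DMSO and 100% = wells lacking pPAFAH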
Target sequence (Q13093 whole entry, looked up): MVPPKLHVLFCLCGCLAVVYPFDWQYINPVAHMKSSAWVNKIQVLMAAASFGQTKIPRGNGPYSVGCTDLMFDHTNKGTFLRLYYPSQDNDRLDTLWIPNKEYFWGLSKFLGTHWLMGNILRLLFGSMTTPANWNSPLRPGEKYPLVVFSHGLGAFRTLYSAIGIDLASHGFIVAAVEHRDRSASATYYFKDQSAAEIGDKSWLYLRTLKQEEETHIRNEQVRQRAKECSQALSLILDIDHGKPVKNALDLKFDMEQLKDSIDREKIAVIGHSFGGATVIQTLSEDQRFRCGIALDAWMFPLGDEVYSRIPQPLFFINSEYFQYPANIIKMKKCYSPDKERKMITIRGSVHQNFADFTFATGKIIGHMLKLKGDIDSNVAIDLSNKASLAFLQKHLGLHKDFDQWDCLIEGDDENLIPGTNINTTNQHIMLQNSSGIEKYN
LYPLA1 inh – LYPLA1 inhibitors, primary screen, counter-screen for PME1 inhibitor project, biochemical, fluorescence polarization, FP-Rh probe ABPP. Acyl-protein thioesterase 1 (Homo sapiens), O75608. AID 2174, 2009. hit rate 0.16% among 320,000. recombinant LYPLA1. inhibition, % at 5.9 µM;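 active means inhibition above the mean of all tested compounds plus 3 SD, set per campaign, cut at about 14% in these data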;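 further: inhibitors block serine hydrolase probe labeling of LYPLA1 so polarization falls; 0% = enzyme with DMSO and 100% = wells lacking LYPLA1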
Target sequence (O75608 whole entry, looked up): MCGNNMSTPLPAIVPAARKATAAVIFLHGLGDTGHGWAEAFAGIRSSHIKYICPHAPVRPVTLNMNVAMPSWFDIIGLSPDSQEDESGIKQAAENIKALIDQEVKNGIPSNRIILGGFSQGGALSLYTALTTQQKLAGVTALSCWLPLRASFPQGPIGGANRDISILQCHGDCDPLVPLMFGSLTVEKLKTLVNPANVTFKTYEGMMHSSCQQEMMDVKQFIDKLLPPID
PAD4 FP inh – human PAD4 inhibitors, primary screen, biochemical, fluorescence polarization, 1536-well format | hit rate 0.41% among 330,000 | recombinant PAD4, RCA probe fluorescence polarization | inhibition, % at 6.36 µM | AID 485272, 2010 | Protein-arginine deiminase type-4 (Homo sapiens), Q9UM07;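 active means percent inhibition above a cutoff equal to the mean of all tested compounds plus 3 SD, cut at about 15% in these data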;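 further: 0% = PAD4 with RCA probe and DMSO and 100% = probe without PAD4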
GSTO1 inh – inhibitors of recombinant GSTO1, primary screen, counter-screen for RBBP9 inhibitor project, biochemical, fluorescence polarization. activity-based probe fluorescence polarization. inhibition, % at 5.96 µM. AID 1974, 2009. Glutathione S-transferase omega-1 (Homo sapiens), P78417. hit rate 1.1% among 300,000;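 active means inhibition above the campaign mean inhibition plus 3 SD, cut at about 35% in these data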;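 further: 0% = GSTO1-1 with DMSO and 100% = wells lacking GSTO1-1 enzyme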
PAFAH2 FP inh – PAFAH2 enzyme inhibitors, primary screen, biochemical, fluorescence polarization, human; inhibition, % at 3.39 µM; hit rate 0.99% among 340,000; Platelet-activating factor acetylhydrolase 2, cytoplasmic (Homo sapiens), Q99487; recombinant PAFAH2, FP-rhodamine activity probe; AID 492956, 2010;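 active means inhibition above the mean over all tested compounds plus 3 SD, cut at about 30% in these data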;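 further: inhibitors block probe labeling of enzyme so polarization drops; 0% = enzyme with DMSO and 100% = wells lacking PAFAH2 protein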
PAFAH1B3 FP inh – PAFAH1B3 enzyme inhibitors, primary screen, biochemical, fluorescence polarization, human; Platelet-activating factor acetylhydrolase IB subunit alpha1 (Homo sapiens), Q15102; inhibition, % at 3.39 µM; hit rate 0.28% among 340,000; recombinant PAFAH1B3, FP-rhodamine probe;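 active means inhibition above the screen-wide average of all tested compounds plus 3 SD, cut at about 25% in these data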;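 further: 0% = enzyme with DMSO only and 100% = wells lacking PAFAH1B3 protein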
LYPLA2 counter – LYPLA2 inhibitors, primary screen, counter-screen for PME1 inhibitor project, biochemical, fluorescence polarization, FP-Rh probe ABPP | recombinant LYPLA2 | inhibition, % at 5.9 µM | hit rate 0.38% among 320,000 | AID 2177, 2009;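 active means inhibition above the screen-wide mean plus 3 SD, limit set per campaign, cut at about 26% in these data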;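 further: 0% = LYPLA2 with DMSO and 100% = wells lacking LYPLA2 enzyme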
PAFAH1B2 inh – PAFAH1B2 enzyme inhibitors, primary screen, biochemical, fluorescence polarization, human; Platelet-activating factor acetylhydrolase IB subunit alpha2 (Homo sapiens), P68402; recombinant PAFAH1B2, FP-rhodamine activity probe; inhibition, % at 3.39 µM; hit rate 1.2% among 340,000;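 active means inhibition above the mean of all tested compounds plus 3 SD, cut at about 24% in these data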;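 further: 0% = enzyme with DMSO and 100% = wells lacking PAFAH1B2; many of its hits are not listed in these tables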
Active calls of the source: *; x = not tested or not shown.

SMILES | PME-1 inh | pPAFAH FP inh | LYPLA1 inh | PAD4 FP inh | GSTO1 inh | PAFAH2 FP inh | PAFAH1B3 FP inh | LYPLA2 counter | PAFAH1B2 inh
O=C(NCc1ccccc1)c1ccc2c(=O)[nH]c3c(C(=O)NCC4CCCO4)sc(=S)n3c2c1 (configuration not stated) | 11 | 63* | 7 | -8 | 18 | 54* | 34* | 4 | 35*
Cc1ccc(C(=O)Nc2nnc(S(=O)(=O)Nc3ccccc3C)s2)cc1C | -17 | 4 | -8 | -16 | -58 | 2 | 2 | -13 | 3
COC(=O)c1cccc(NC(=O)c2cc3sccc3n2C)c1 | -3 | 1 | -6 | -4 | -8 | 3 | 2 | -5 | 1
C=CCC(=O)OCCCCCCOc1ccc(C(=O)O)cc1 | 7 | -6 | 4 | -6 | -3 | 5 | 6 | 3 | 14
FC(F)(F)c1ccc(N=Cc2sc(N3CCOCC3)nc2-c2ccccc2)cc1 | 3 | 4 | 1 | 2 | 0 | -2 | 3 | 3 | -6
O=C(O)CCCCCN1C(=O)/C(=C\c2cn(-c3ccccc3)nc2-c2cccs2)SC1=S | -2 | 9 | 5 | 0 | -9 | 3 | 3 | 4 | 4
COc1ccc2cc(C3CC(c4ccco4)=NN3C(=O)CCC(=O)O)c(Cl)nc2c1 (configuration not stated) | -5 | 3 | -5 | -5 | -2 | -2 | 0 | 0 | 3
COc1ccc(N2CCN(C(=O)CCCn3c(=O)[nH]c4cc(Cl)ccc4c3=O)CC2)cc1 | -2 | -2 | -5 | -2 | -1 | 2 | 11 | 3 | 1
Cc1cccc(S(=O)(=O)Nc2cc(Cl)ccc2N2CCOCC2)c1 | x | 7 | x | -1 | x | 1 | 7 | x | 3
Cc1cccc(C)c1-n1c(C)cc(/C=N\NC(=O)CC(=O)NC2CCCCC2)c1C | 3 | -3 | 0 | 4 | -3 | -3 | 8 | 3 | 11
CCCCn1nc(C(=O)Nc2cc(C(F)(F)F)ccc2N2CCOCC2)ccc1=O | -6 | 8 | -1 | 3 | x | 2 | -1 | 4 | 2
O=C(Nc1cccc(O)c1)c1ccc(NC(=O)c2cccs2)cc1 | -10 | 0 | -10 | -3 | -6 | -9 | -1 | -8 | -3
CCn1cc(S(=O)(=O)N2CCN(Cc3cccc(Cl)c3)CC2)cn1 | 2 | -7 | -2 | -2 | 8 | 6 | -9 | -1 | -3
Cc1noc(NS(=O)(=O)c2ccc(N3Cc4ccccc4C3=O)cc2)c1C | 3 | 4 | 0 | 0 | 2 | 10 | 4 | 1 | 2
CC1CC(C)CN(CCCNC(=O)CC2Oc3ccccc3NC2=O)C1 (configuration not stated) | -5 | 2 | -3 | 0 | -1 | -2 | 1 | -5 | 4
Cc1nnc(SCc2ccc(Cl)c(Cl)c2)s1 | 1 | 2 | 4 | -3 | -1 | -4 | 9 | 10 | 4
CC(C)CC1(C)N=C(c2ccccc2)C(=S)N1 (configuration not stated) | -3 | 5 | -5 | -1 | 4 | -1 | 2 | 0 | -2
Cc1cc(Cl)ccc1N=C1N=C(N)c2ccccc21 | 3 | 3 | -1 | 2 | 3 | -2 | 0 | -4 | -7
C=CCNS(=O)(=O)CC12CCC(CC1=O)C2(C)C (configuration not stated) | -2 | 1 | 1 | 6 | 3 | 0 | 2 | 2 | 6
CCn1c(NC2CCCCC2)nc2ccccc21 | 1 | 9 | 2 | -7 | 0 | 4 | 7 | 0 | 5
CCOc1ccccc1NC(=O)C1CCN(C(=O)c2cccs2)CC1 | -6 | 0 | 2 | -1 | 0 | 1 | 4 | 0 | 2
O=C(NCC(=O)N1CCN(S(=O)(=O)c2ccc3c(c2)OCCO3)CC1)c1ccccc1F | x | 2 | x | -3 | x | 1 | 10 | x | 4
Brc1ccc(-c2n(-c3ccccn3)c3ccccc3[n+]2-c2ccccn2)cc1 | -3 | -2 | -1 | 0 | 3 | -5 | 4 | 1 | 4
O=S(=O)(c1ccc2c(c1)OCCO2)N1CCC(n2nnc3cc(F)ccc32)CC1 | 4 | 6 | 3 | -1 | -1 | 1 | 4 | 23 | 4
O=C(NCc1cccs1)C(=O)NCC(c1ccco1)N1CCN(c2ccccc2)CC1 (configuration not stated) | -2 | 5 | -2 | 1 | -9 | -6 | 6 | -2 | -1
O=C(CCC(=O)Nc1cccc([N+](=O)[O-])c1)NCc1ccccc1 | 1 | 7 | -3 | 1 | 5 | 11 | 6 | -6 | 0
CCOc1ccc(-n2c(SCC(=O)Nc3ccc(OC)cc3)nc3c(c2=O)SCC3)cc1 | -4 | -1 | 2 | 2 | -3 | 4 | 5 | -4 | -2
CCCc1[nH]nc2c1C1(CCOC1C)C(C#N)=C(N)O2 (configuration not stated) | -2 | -6 | 5 | -2 | -4 | -2 | -5 | 2 | -3
COc1ccc(NS(=O)(=O)c2cccc(C(=O)NNC(=O)CNC(=O)c3ccccc3)c2)cc1 | 4 | 28* | 1 | 0 | 3 | -1 | 5 | 2 | -2
CCOC(=O)C1CCCN(c2c(N3CCOCC3)c(=O)c2=O)C1 (configuration not stated) | -3 | 4 | 0 | -1 | 6 | 5 | 1 | -1 | -1
Cc1onc(-c2ccccc2)c1C(=O)N1CCCN(C(=O)c2c(-c3ccccc3)noc2C)CC1 | -4 | -1 | 3 | 4 | 8 | -3 | 7 | 4 | 1
CC(=O)c1ccccc1OCC(O)CN1CCN(C(c2ccccc2)c2ccccc2)CC1 (configuration not stated) | -4 | -10 | -1 | -1 | 5 | 1 | -4 | -3 | 3
N#Cc1ccc(OCC(=O)NC(=O)NC2CCS(=O)(=O)C2)cc1 (configuration not stated) | 10 | 3 | -3 | 2 | x | 1 | 15 | 0 | 5
CCCCOc1ccc(C(=S)N2CCC(C(N)=O)CC2)cc1 | -9 | 4 | -2 | -3 | 2 | -1 | 13 | -1 | 4
Clc1ccc(-[n+]2c(-c3cccc(Br)c3)[nH]c3nc4ccccc4nc32)cc1 | -1 | 0 | 1 | -2 | 12 | x | x | 1 | x
CN(C)S(=O)(=O)c1cccc(-c2nnc(SCCNCCO)n2-c2ccc(F)cc2)c1 | -1 | -1 | 1 | -3 | 12 | 4 | 3 | -6 | 0
CCN(CC)S(=O)(=O)c1cccc(C(=O)N[C@H](C(=O)OCC(=O)NC(=O)NC)C(C)C)c1 | -2 | 5 | 1 | -2 | 0 | 14 | 3 | 2 | 2
COc1ccccc1CCNS(=O)(=O)c1cn(C)nc1C | 7 | 2 | 3 | -2 | 2 | 5 | -5 | 4 | -4
CCOC(=O)c1cc(C)sc1NC(=S)Nc1ccccc1 | 4 | 4 | -6 | 2 | 5 | -6 | -2 | 2 | 3
Cc1nc(C)n(CC(C)C(=O)N2CCN(S(=O)(=O)c3ccc(Cl)cc3)CC2)n1 (configuration not stated) | -3 | -2 | -1 | -2 | 3 | 6 | 5 | 2 | 19
COc1cc(SC)ccc1C(=O)NCCCn1ccnc1 | 0 | 5 | 1 | 1 | 0 | 5 | 6 | 3 | 3
O=C(C[n+]1ccccc1)N/N=C/c1ccc(Cl)cc1 | -2 | 5 | -2 | -2 | x | 1 | 5 | -1 | 3
Cc1ccc(/C=N/NC(=O)Cn2cnc3c2c(=O)n(C)c(=O)n3C)s1 | 4 | 1 | -3 | 3 | 1 | -2 | 6 | -4 | 8
O=C(Oc1ccc2ccc(OC(=O)N3CCCCCC3)cc2c1)N1CCCCCC1 | 2 | -1 | 0 | -2 | 2 | -7 | 0 | 1 | 2
COc1ccccc1N1CCN(CC(=O)Nc2ccc(C)c(F)c2)CC1 | -5 | 8 | 5 | 1 | 6 | 1 | 5 | 3 | -1
Cc1cc(NC2C3CC4CC(C3)CC2C4)n2nnnc2n1 (configuration not stated) | -4 | 0 | -3 | -1 | 2 | -5 | 8 | -2 | -3
O=C(c1cc2c(s1)-c1ccccc1OC2)N1CCCC1 | 0 | 8 | -2 | -3 | -2 | 9 | 1 | -5 | -4
O=C(N/N=C/c1cccc(OC(=O)c2ccccc2Cl)c1)c1cccnc1 | -3 | -2 | -12 | -4 | 6 | -3 | 4 | -3 | 1
CCc1cccc(C)c1NC(=O)C1CCN(c2nn3c(=O)cc(C)nc3s2)CC1 | 2 | 0 | 0 | 6 | 7 | 7 | 7 | -1 | -2
O=C(c1cc(S(=O)(=O)N2CCN(c3ccccc3)CC2)ccc1Cl)N1CCCC(C(F)(F)F)C1 (configuration not stated) | 4 | -2 | -1 | 2 | -9 | 3 | 3 | 4 | 5

(cont.)
SMILES | PME-1 inh | pPAFAH FP inh | LYPLA1 inh | PAD4 FP inh | GSTO1 inh | PAFAH2 FP inh | PAFAH1B3 FP inh | LYPLA2 counter | PAFAH1B2 inh
CCN(CC)c1ccc(C(=O)OCC(=O)Nc2cc3oc4ccccc4c3cc2OC)cc1 | -1 | -7 | 3 | -3 | -1 | 3 | -2 | -5 | 1
COc1cc(C(=O)NC(=S)Nc2ccc3oc(=O)ccc3c2)cc(OC)c1OC | 1 | 1 | 2 | 1 | 0 | 2 | 1 | 4 | 1
N#Cc1cccc(C(=O)N(CCc2ccccc2)Cc2cccs2)c1 | -2 | -1 | 0 | 2 | 4 | -2 | 0 | -1 | 6
O=C(c1ccc(=O)[nH]c1)N1CCCc2ccccc21 | 2 | -3 | -1 | -2 | -4 | 1 | 4 | 0 | -2
Cc1nn(C)cc1/C=N/NC(=O)Cn1cncn1 | -5 | -2 | -1 | 0 | 8 | x | x | 3 | x
COC(=O)c1ccc(NC(CC(C)C)C(=O)OC)c([N+](=O)[O-])c1 (configuration not stated) | 2 | 1 | -1 | 0 | -6 | -1 | 8 | 1 | 1
CN(C)S(=O)(=O)c1ccc(C(=O)Nc2ccc(F)cc2F)cc1 | 0 | -1 | 2 | 1 | -1 | 0 | 4 | -2 | 0
COc1cccc(NC(=O)C2CCN(c3cnccn3)CC2)c1 | 0 | 2 | 3 | 1 | 2 | 4 | 4 | -3 | 5
CCC1Sc2ccc(S(=O)(=O)Nc3cc(OC)cc(OC)c3)cc2NC1=O (configuration not stated) | 6 | 3 | 1 | -7 | 1 | -4 | 1 | -1 | 1
CCc1ccc(/C=C2\Oc3cc(OS(C)(=O)=O)ccc3C2=O)cc1 | -113 | 7 | -1 | -5 | 5 | 1 | 2 | 3 | 2
O=S(=O)(c1ccc(-c2cc(C(F)(F)F)on2)s1)N1CCCC1 | 7 | 6 | -1 | -2 | 2 | -1 | 1 | 7 | 5
Cc1ccc(-c2noc(CSc3ccccc3)n2)cc1 | 5 | 4 | -3 | 7 | 2 | 3 | 9 | -6 | 15
CN(Cc1nc(-c2cccnc2)no1)S(=O)(=O)c1ccccc1 | 1 | -2 | -1 | 3 | 1 | 1 | 8 | 6 | 3
Cc1nc(SCC(=O)Nc2ccc(F)cc2)c2oc3ccccc3c2n1 | -4 | -1 | -2 | -2 | -1 | 9 | -5 | -7 | 1

Assay outcomes deposited in PubChem by The Scripps Research Institute Molecular Screening Center.

This is a subset. The share of hits here may be higher or lower than overall.
